E-selectin induc: E-selectin induction on HUVECs; P16581; HUVEC E-selectin immunofluorescence imaging; normalized: neutral wells 0, TNF-alpha wells 100; activation, % at 7.58 µM; actives 0.37% (n = 260,000);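 active = mean E-selectin-positive cell signal at least 10% of the positive control, reached in at least 60% of replicates, without over 20% cell loss; inconclusive = no rule given, readout overlaps actives, possibly toxicity-flagged; inactive = the rest, including those meeting only one limit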;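 note: in these data hits start at about 27%; measured in HUVEC primary endothelial cells; signal is the percent of cells scored E-selectin positive by PE staining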
Target sequence (P16581 whole entry, looked up): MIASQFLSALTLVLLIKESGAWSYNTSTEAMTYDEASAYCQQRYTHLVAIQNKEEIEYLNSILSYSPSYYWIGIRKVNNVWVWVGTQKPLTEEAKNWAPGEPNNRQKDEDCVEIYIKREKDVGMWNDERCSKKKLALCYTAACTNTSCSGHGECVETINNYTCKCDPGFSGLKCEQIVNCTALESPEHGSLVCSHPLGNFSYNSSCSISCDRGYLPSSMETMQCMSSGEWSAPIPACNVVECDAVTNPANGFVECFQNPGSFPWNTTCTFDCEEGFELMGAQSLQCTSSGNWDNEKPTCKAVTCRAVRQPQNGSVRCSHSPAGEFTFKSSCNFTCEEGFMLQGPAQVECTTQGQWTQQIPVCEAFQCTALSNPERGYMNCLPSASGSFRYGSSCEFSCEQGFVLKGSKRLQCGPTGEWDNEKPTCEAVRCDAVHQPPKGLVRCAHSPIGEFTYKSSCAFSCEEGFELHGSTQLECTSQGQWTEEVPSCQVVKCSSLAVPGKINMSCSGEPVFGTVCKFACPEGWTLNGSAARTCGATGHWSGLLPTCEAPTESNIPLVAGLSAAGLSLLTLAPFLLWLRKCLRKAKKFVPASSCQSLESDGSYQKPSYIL
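Assay system: HUVEC, human umbilical vein endothelial cells / Amount: 3,000 HUVEC/well / Controls: TNF-alpha positive control, DMSO neutral control / Compound dosing: single concentration / Medium: EGM-2 over gelatin coat / Evaluation: percent E-selectin-positive cells / Signal: immunofluorescence imaging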
Xi reactivation: activators of X-chromosome reactivation in mouse fibroblasts; XiGFP mouse fibroblasts, % GFP-positive cells imaging, 3 d; cells co-treated with 5-aza-dC sensitizer; scaled so ellipticine positive control = 100%; activation, % at 7.58 µM; actives 0.055% (n = 360,000);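 active = mean normalized replicate activation at least 10% and every replicate at or above 10%; inconclusive = only one of the two criteria met; inactive = mean below 10% and not all replicates reach 10%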;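 note: 0% = median of on-plate neutral control wells and 100% = ellipticine 6 µM median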
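System: XiGFP fibroblasts, SV40-immortalized. Medium: DMEM plus 5-aza-dC sensitizer. Doses: single point. Timing: 3 d treatment, 15 min room-temperature fixation. Control set: ellipticine 6 µM.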
Casp6 inh: caspase-6 (human) enzyme inhibition | inhibition, % at 12.5 µM | P55212 | purified caspase-6, Z-VEID-R110 cleavage fluorescence | actives 0.53% (n = 350,000);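 active = mean inhibition across replicates at least about 35%, with every replicate also reaching that limit, limit read from the data; inconclusive = only one of the two criteria met; inactive = neither criterion met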;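 note: 0% = median of neutral control wells and 100% = no fluorescence left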
DENV2 CPE: protects cells from dengue virus 2 cytopathic effect. CPE inhibition, % at 9.99 µM. DENV2-infected cells, cytopathic effect rescue, plate reader. actives 1.7% (n = 350,000); in the data active = CPE inhibition above about 20%, passing the limit was not always enough; inconclusive = no clear call, values can overlap the other calls; tested in BHK-21 cells;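 note: 0% = median of neutral control wells and 100% = median of positive control wells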
CFTR F508del cor: correctors of CFTR F508del function in bronchial epithelial cells | CFBE cells, YFP halide quenching; stimulated with forskolin plus potentiator P3; % fluorescence drop versus neutral controls | activity (quench increase), % at 7.58 µM | AID 720511 | actives 0.36% (n = 350,000);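 active = mean added fluorescence quench of at least 8% versus neutral control, with both replicates also reaching 8%; inconclusive = only one of the mean or replicate conditions met; inactive = mean below 8% and not both replicates reaching 8%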;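 note: cells transiently co-express mutant CFTR-F508del with the halide-sensitive YFP; corrector assay measuring rescue of mutant channel to the surface after 24 h compound exposure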
RAD52 inh: blocks human RAD52 DNA annealing. inhibition, % at 18.7 µM. recombinant RAD52 DNA annealing, FRET fluorescence. actives 0.46% (n = 360,000). P43351;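 active = every replicate showing at least 50% inhibition; inconclusive = mean inhibition at least 50% but not in every replicate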
Target sequence (P43351 whole entry, looked up): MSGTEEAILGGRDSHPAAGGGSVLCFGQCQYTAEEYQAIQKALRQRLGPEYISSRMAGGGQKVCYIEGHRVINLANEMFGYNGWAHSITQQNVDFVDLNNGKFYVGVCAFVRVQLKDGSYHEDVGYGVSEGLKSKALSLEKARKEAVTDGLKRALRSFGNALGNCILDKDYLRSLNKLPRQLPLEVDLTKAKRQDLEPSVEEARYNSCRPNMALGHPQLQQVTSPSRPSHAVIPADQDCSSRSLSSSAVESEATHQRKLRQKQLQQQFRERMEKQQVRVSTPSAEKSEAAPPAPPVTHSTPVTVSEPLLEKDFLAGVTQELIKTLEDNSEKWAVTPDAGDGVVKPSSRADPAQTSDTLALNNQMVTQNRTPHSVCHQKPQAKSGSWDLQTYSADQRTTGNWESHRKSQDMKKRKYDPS
INS-1E GSIS act: primary screen for activators of insulin secretion dependent on glucose, INS-1E cells, GLuc reporter luminescence; activation, % at 16.6 µM; actives 0.61% (n = 370,000); INS-1E GLuc reporter insulin secretion, 2-3 h;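 active = lowest replicate activation of at least 40%, so every replicate reaches that level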;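 note: 0% = median of neutral control wells and 100% = median of IBMX positive control wells; some compounds called inactive have numbers as strong as hits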
RAD54 inh: blocks human RAD54 Holliday junction branch migration. Q92698. FAM/BHQ fluorescence. inhibition, % at 10.4 µM. actives 0.14% (n = 360,000). AID 602329;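 active = mean normalized replicate activity at least 40 and at least half of replicates scoring 40 or more; inconclusive = only one of the two criteria met; inactive = mean below 40 and under half of replicates reaching 40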;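 note: 0% = median of neutral control wells and 100% = median of positive control wells; inhibitors cause a drop in the FAM fluorescence signal; in these data hits start at about 50%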
Starred values were filed as active, the others as inactive; ? = inconclusive; . = no result given; & = joins results of further samples.

SMILES	E-selectin induc	Xi reactivation	Casp6 inh	DENV2 CPE	CFTR F508del cor	RAD52 inh	INS-1E GSIS act	RAD54 inh
COc1ccc(S(=O)(=O)Nc2ccc3c(c2)C(=O)N([C@H](C)CO)C[C@@H](C)[C@@H](CN(C)S(=O)(=O)c2ccc(Cl)cc2)O3)cc1	0.7&-0.3	0.2&0.0	2	-9	2.5	-58	-10&-20	-1
CCC(C(=O)O)n1nc(-c2ccccc2)c2cc(Cl)ccc21 (centres undefined)	4.7	-0.8	-3	4	0.4	-15	6	.
Cc1sc2ncn(CC(=O)N3CCN(c4ccccc4)CC3)c(=O)c2c1S(=O)(=O)N1CCOCC1	.	0.0	-1	-1	0.6	-23	0	0
CO[C@H]1CN(C)C(=O)c2cc(NS(C)(=O)=O)ccc2OC[C@@H](C)N(CC2CC2)C[C@H]1C	1.8	-0.2	1	-3	1.7	7	8	-6
C[C@@H]1CN([C@H](C)CO)C(=O)c2cc(C#Cc3ccccn3)cnc2O[C@H]1CN(C)CC1CCCC1	-0.5	-0.3	.	.	0.1	.	13	.
CCC1CCC2(CC1)NC(=O)N(CC(=O)Nc1cccc(S(=O)(=O)N(C)c3ccccc3)c1)C2=O (centres undefined)	.	-0.1	2	10	-2.8	-12	-44	2
COc1ccccc1NC(=O)C(=O)N/N=C/c1ccc([N+](=O)[O-])s1	.	0.0	4	-4	1.6	-18	8	-2
Cc1ccc(C)c(CN2C(=O)CSc3ccc(C(=O)N4CCCC4)cc32)c1	-0.1	0.1	2	1	-2.7	10	-8	-7
CCn1c(SCc2nc(-c3ccc(OC)c(OC)c3)no2)nnc1-c1cccs1	.	.	4	5	0.2	-10	17	12
COc1ccc(S(=O)(=O)Nc2ccc3c(c2)C(=O)N([C@H](C)CO)C[C@@H](C)[C@H](CN(C)C(=O)Nc2c(C)noc2C)O3)cc1	0.4	-1.0	-2	11	-1.9	-9	16	3
CC1SC(c2ccc(F)cc2)NC1=O (centres undefined)	-8.6	0.0	1	-5	-1.6	-13	6	.
O=C(C[C@@H]1C=C[C@H](NC(=O)Nc2ccc3c(c2)OCO3)[C@@H](CO)O1)NCc1ccc(Cl)cc1	-2.0	0.6	0	-3	-1.1	-8	-6	6
Cc1ccc(-n2c(C)nnc2SCC(=O)NC2CCCC2)cc1	.	0.1	0	-7	-0.1	-21	2	-15
COc1ccc(CN2CCNC(=O)C2CC(=O)NC2CCCCCC2)c(F)c1 (centres undefined)	-0.1	0.0	0	3	-1.6	-76	17	-1
Cc1ccccc1NC(=O)CCNS(=O)(=O)c1ccc2[nH]c(=O)oc2c1	.	0.0	-2	6	-1.3	-7	-6	-5
O=C(Cc1ccccc1F)Nc1nc(-c2ccc(F)c(F)c2)cs1	.	.	5	1	-3.0	-5	-7	-1
O=C(O)CC(SCC(=O)Nc1ccc(S(=O)(=O)N2CCCC2)cc1)C(=O)O (centres undefined)	.	0.1	3	-6	-1.1	-16	-22	0
C#CCN1CCc2onc(-c3ccccc3OC)c2C1=O	0.3	0.0	-1	-7	-0.8	-8	4	4
CCc1sc(N2[C@H](C#N)[C@H](c3ccccc3-c3ccccc3)[C@H]2CO)nc1C	-0.1	0.0	2	76*	0.4	-7	-15	.
COc1ccccc1C(=O)Nc1ccc2c(c1)OC[C@H](C)N(CC1CC1)C[C@@H](C)[C@@H](OC)CN(C)C2=O	-0.1	-0.3	.	.	-1.5	.	2	.
COc1ccc(-c2nc(-c3ccccc3)ncc2S(C)(=O)=O)cc1	.	0.0	1	20	1.9	-16	11	.
COc1ccc(S(=O)(=O)N2CCCCC2c2cc(C(=O)Nc3ccc(OC)cc3C)no2)cc1 (centres undefined)	0.2	-0.1	-1	?	-3.2	-4	-10	0
CN(C)S(=O)(=O)c1cccc(NC(=O)C2CCCN(C(=O)c3ccc(Cl)cc3)C2)c1 (centres undefined)	-0.1	0.1	0	5	1.2	-15	-14	9
COc1ccc(CN2C[C@@H](O)COC[C@H]3O[C@@H](CC(=O)NCc4ccccc4Cl)CC[C@@H]32)cc1	-0.1	0.0	-2	-5	0.4	13	-7	5

Results in RAD54 inh, RAD52 inh and DENV2 CPE, for some of the entries so far:
SMILES | RAD54 inh | RAD52 inh | DENV2 CPE
Cc1ccc(C)c(CN2C(=O)CSc3ccc(C(=O)N4CCCC4)cc32)c1 | -7 | 10 | 1
CCn1c(SCc2nc(-c3ccc(OC)c(OC)c3)no2)nnc1-c1cccs1 | 12 | -10 | 5

The listing continues:
SMILES	E-selectin induc	Xi reactivation	Casp6 inh	DENV2 CPE	CFTR F508del cor	RAD52 inh	INS-1E GSIS act	RAD54 inh
CC1=CC2=NC(=O)/C(=C\c3cccn3CCOc3cccc(C)c3)C(=N)N2O1	.	-0.1	0	-12	-5.1	-45	-26	.
COC(=O)c1nc[nH]c1C(=O)OC	.	0.0	-1	2	-0.5	-25	.	13
Cc1nc(NC(=O)CN2CCOCC2)sc1C(=O)N(C)C	.	0.0	-3	-3	-0.3	7	-2	-6
CCCC#Cc1ccc2c(c1)O[C@@H](CN(C)C(=O)c1cccnc1)[C@@H](C)CN([C@@H](C)CO)S2(=O)=O	-2.0	-0.3	-1	-8	0.9	1	-9	-3
CN1c2ccc(C3=CCCCC3)cc2[C@@H]2[C@@H](CCN2C(=O)NC2CCCCC2)[C@H]1CO	0.6	0.0	.	-21	-1.5	.	0	0
COc1ccc(C(=O)N/C(=C\c2ccc3c(c2)OCO3)C(=O)Nc2cccc(C(=O)O)c2)cc1	3.3	0.3	3	-3	1.3	-5	22	6
O=C(c1cccc(F)c1)N1CC[C@H]2[C@H](CO)Nc3ccc(C#Cc4cccc(F)c4)cc3[C@H]21	-0.1	-0.1	-3	3	1.6	-15	-13	.
O=C(CCc1nnc(Cc2c[nH]c3ccccc23)o1)NCCC1CCCCO1 (centres undefined)	1.3	0.3	-3	54*	-0.5	-16	-5	-3
Cc1nc2ccc(C(=O)OCC(=O)N(C)c3ccccc3)cc2nc1C	.	-0.1	-3	0	-7.9	-3	3	-12
Cc1ccc2c(c1)C1CN(C)CCC1N2C(=S)Nc1ccc(OC(F)F)cc1 (centres undefined)	7.1	-0.2	-3	-2	-0.2	-9	-21	.
O=C(C[C@@H]1C=C[C@H](NC(=O)c2ccc(F)cc2)[C@H](CO)O1)NCCc1ccncc1	-0.6	-0.1	2	15	0.8	-2	4	3
COc1ccc(-c2ccc(CCC(=O)O)n2-c2ccccc2O)cc1	-0.7	-0.4	15	-9	-3.2	-14	-14	0
Cc1cc(Nc2ccccc2C(=O)O)n(-c2cccc(Cl)c2)n1	2.8	-0.1	4	-3	0.1	-7	-12	.
CCN(CC(=O)NCc1cccs1)C(=O)c1cccc(S(=O)(=O)Nc2ccccc2OC)c1	0.0	0.1	-148	1	1.8	0	-16	19
Cc1ccccc1OCC(=O)OCC(=O)c1ccc[nH]1	.	-0.1	6	-4	-1.4	3	26	6
O=C1CN(S(=O)(=O)Cc2ccccc2)C[C@@H]2[C@@H](c3ccc(C#CCC4CCCC4)cc3)[C@H](CO)N12	-0.8	0.0	2	15	-3.7	-21	3	.
Cc1cc(C)c(NC(=O)CCN2CCN(Cc3ccccc3)CC2)c(C)c1	-0.3	0.0	1	18	-2.4	-4	7	0
COc1ccc(NC(=O)NN2CCN(C)CC2)cc1	-0.2	0.1	-2	6	1.9	-14	17	-4
CCCC(=O)N1CCN(c2ccc(NC(=O)c3ccc4c(c3)OCCO4)cc2)CC1	.	0.0	4	0	-3.0	-17	4	-23
COc1ccc(NC(=O)Nc2ccc3c(c2)C(=O)N([C@@H](C)CO)C[C@@H](C)[C@H](CN(C)C(=O)Nc2ccc4c(c2)OCO4)O3)cc1	-1.8	-0.1	.	?	0.7	.	-6	4
O=C(Nc1cccc(NC(=S)NC(=O)c2cccs2)c1)c1ccccc1	0.6	0.0	.	.	.	.	-2	-5
COc1ccc(-c2nc(CS(=O)(=O)CC(=O)NCCCN3CCOCC3)c(C)o2)cc1	-0.6	0.1	-2	1	0.0	7	0	5
COc1ccccc1-c1ccc2c(c1)O[C@@H](CN(C)S(=O)(=O)c1ccc(F)cc1)[C@H](C)CN([C@@H](C)CO)S2(=O)=O	-0.1	0.3	1	9	0.3	8	2	3
Cn1nc(C(=O)OCC(=O)c2ccc[nH]2)c2ccccc2c1=O	-0.4	0.0	1	-1	2.1	-14	31	.
O=Cc1ccc(OCCOc2ccc([N+](=O)[O-])cc2)cc1	0.6	0.0	-2	-3	-1.6	-15	-10	5
CSc1n[nH]c(NC(=O)c2c(-c3c(Cl)cccc3Cl)noc2C)n1	.	0.1	0	-5	0.3	-3	.	.
CCC(=O)N1C[C@H](C)[C@@H](OC)CN(C)C(=O)c2cc(NC(=O)NC(C)C)ccc2OC[C@H]1C	-0.1	0.0	0	19	-4.1	20	16	4
COC(=O)c1cccc(CC2(C)C(=O)Nc3cc(-c4ccccc4Cl)ccc32)c1 (centres undefined)	-0.3	-0.1	1	-13	1.2	1	6	3
Cc1cccc(Oc2nccc(C(F)(F)F)c2C(=O)Nc2ccc(F)cc2F)c1	1.5	0.1	2	32*	-2.3	-7	-1	.
COCC(=O)N1CC[C@H]2[C@@H]1c1cc(-c3ccccc3)ccc1N(C)[C@H]2CO	2.9	0.2	-1	4	0.7	4	-3	4
CCOC(=O)N1CCN(S(=O)(=O)c2ccc(NC(C)=O)cc2)CC1	-0.1	0.0	1	2	1.5	-6	-9	-7
CCOc1ccc(NC(=O)Nc2cccnc2)cc1	.	0.0	-4	-6	-2.1	-3	2	.
O=C(c1ccc2oc(CCc3ccccc3)nc2c1)N1CC[C@H](O)C1	.	0.1	-2	9	-2.6	1	23	-15
C=CCNC(=O)C1(c2ccccc2)CC1(Cl)Cl (centres undefined)	-1.3	-0.1	6	1	-0.7	-11	8	1
CC=Cc1ccc2n(c1=O)C[C@H]1[C@H](CO)[C@@H](C(=O)Nc3ccc(-c4ccccc4)cc3)[C@@H]2N1CC (mixture of isomers)	0.4	0.9	3	1	1.5	25	-14	.
Cc1nn(-c2ccccc2)c(C)c1CN(C)C(=O)c1ccc(S(=O)(=O)NCc2ccco2)cc1	.	-0.4	-77	-4	4.4	2	-11	0

Single records, from the list above.
Cc1ccc(-n2c(C)nnc2SCC(=O)NC2CCCC2)cc1 reads E-selectin induc = .; Xi reactivation = 0.1; Casp6 inh = 0; DENV2 CPE = -7; CFTR F508del cor = -0.1; RAD52 inh = -21; INS-1E GSIS act = 2; RAD54 inh = -15
Cc1sc2ncn(CC(=O)N3CCN(c4ccccc4)CC3)c(=O)c2c1S(=O)(=O)N1CCOCC1 reads E-selectin induc = .; Xi reactivation = 0.0; Casp6 inh = -1; DENV2 CPE = -1; CFTR F508del cor = 0.6; RAD52 inh = -23; INS-1E GSIS act = 0; RAD54 inh = 0
CCOC(=O)N1CCN(S(=O)(=O)c2ccc(NC(C)=O)cc2)CC1 reads E-selectin induc = -0.1; Xi reactivation = 0.0; Casp6 inh = 1; DENV2 CPE = 2; CFTR F508del cor = 1.5; RAD52 inh = -6; INS-1E GSIS act = -9; RAD54 inh = -7

Screening data (PubChem)
